Compound activity: PubChem, several laboratories
MEKK2 mut-MEK5: signal of MEK5 binding to mutant human MEKK2 PB1 domain. hit rate 0.35% among 290,000. bead flow cytometry, Alexa488-MEK5 binding to MEKK2 mutant. percent response, % at 10 µM; in the data active means percent response above about 24%, passing the limit was not always enough; further: inactives centre near 1; some results filed as inactive read as strong as hits; reference of the scale not given here
p-CIP stab down: lowers stability of the mouse p/CIP coactivator protein; Q05BA5; AID 1984; F442A p/CIP-EGFP cells, EGFP fluorescence, 16 h; hit rate 0.01% among 290,000; decrease of EGFP signal, % at 10 µM;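 active means EGFP signal decrease of at least 30% at 10 µM or well 3 SD below plate mean, unless failing retest; inactive means the rest, including hits failing retest or dose response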; further: some compounds called inactive have numbers as strong as hits; many of its hits are not listed in these tables
IDE act: boosts human insulin-degrading enzyme activity in HEK cells; P14735; FAbeta-B cleavage, fluorescence polarization; 0% vehicle, 100% cell-free pure enzyme wells; activation, % at 5.96 µM; hit rate 0.073% among 340,000; AID 493087;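 active means activation above the mean of all tested compounds plus 3 SD, set per screening campaign, cut at about 17% in these data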
NALP1 inh: inhibitors of NALP1 inflammasome in yeast. S. cerevisiae NALP1/ASC/caspase-1 growth, X-gal OD620, 72 h. AID 2071. hit rate 0.61% among 280,000. inhibition, % at 10 µM; in the data active means inhibition mostly above about 24%, no sharp cut-off; inactive means mostly below about 32%; further: some compounds called inactive have numbers as strong as hits
M18AAP inhibitor: blocks P. falciparum M18 aspartyl aminopeptidase. recombinant PfM18AAP, H-Glu-NHMec fluorogenic cleavage. inhibition, % at 7.35 µM. hit rate 1.2% among 290,000. AID 1822;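 active means inhibition above the campaign mean inhibition over all tested compounds plus 3 SD, cut at about 28% in these data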;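 further: 0% = plate median of test compound wells and 100% = 2 mM ZnCl2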
UBC9 SUMO inh: SUMOylation inhibition; hit rate 0.36% among 290,000; HTRF SUMOylation assay, SAE1/SAE2 + UBC9, in vitro; P63279; inhibition, % at 35 µM; in the data active means inhibition above about 50%, passing the limit was not always enough; further: strong numbers were not always called active
Target sequence (P63279 whole entry, looked up): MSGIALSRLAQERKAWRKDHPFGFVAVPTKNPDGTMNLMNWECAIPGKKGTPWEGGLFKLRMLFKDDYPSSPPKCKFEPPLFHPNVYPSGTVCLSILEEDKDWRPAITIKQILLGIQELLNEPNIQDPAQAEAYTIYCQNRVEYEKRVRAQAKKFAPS
MEKK2 WT-MEK5: raises or lowers MEK5 binding to wildtype human MEKK2 PB1 domain | Q9Y2U5 | bead flow cytometry, Alexa488-MEK5 binding to MEKK2 WT; actives lie on both sides | binding response (% of control), % at 10 µM | hit rate 1.1% among 290,000 | AID 1531; in the data active means binding response below about 67% or above about 130%
IDE cell inh: cellular human IDE inhibition. P14735. HEK cells, FAbetaB cleavage, fluorescence polarization. inhibition, % at 5.59 µM. hit rate 0.41% among 320,000. AID 434962;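 active means percent inhibition above the average of all tested compounds plus 3 SD, set per screening campaign, cut at about 16% in these data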;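 further: IDE supplied by intact live HEK cells; FP after avidin binding of uncleaved biotin substrate so inhibition keeps polarization high; 0% = DMSO wells and 100% = 60 µM reference IDE inhibitor Ii1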
MEKK3 PB1 HTS: modulators (inhibitors or enhancers) of MEK5 binding to human MEKK3 PB1 domain. Q99759. binding response (% of control), % at 10 µM. bead-based flow cytometry, Alexa488-MEK5 binding to MEKK3; actives lie on both sides; 0 = blocked by unlabeled MEK5, 100 = vehicle. hit rate 1.4% among 290,000. AID 1529;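 active means binding response more than 3 SD above or below the average of its plate-row segment, actives on both sides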;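 further: Alexa488 bead fluorescence after subtracting the streptavidin-only scavenger bead signal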
Target sequence (Q99759 whole entry, looked up, the tested form may be a part): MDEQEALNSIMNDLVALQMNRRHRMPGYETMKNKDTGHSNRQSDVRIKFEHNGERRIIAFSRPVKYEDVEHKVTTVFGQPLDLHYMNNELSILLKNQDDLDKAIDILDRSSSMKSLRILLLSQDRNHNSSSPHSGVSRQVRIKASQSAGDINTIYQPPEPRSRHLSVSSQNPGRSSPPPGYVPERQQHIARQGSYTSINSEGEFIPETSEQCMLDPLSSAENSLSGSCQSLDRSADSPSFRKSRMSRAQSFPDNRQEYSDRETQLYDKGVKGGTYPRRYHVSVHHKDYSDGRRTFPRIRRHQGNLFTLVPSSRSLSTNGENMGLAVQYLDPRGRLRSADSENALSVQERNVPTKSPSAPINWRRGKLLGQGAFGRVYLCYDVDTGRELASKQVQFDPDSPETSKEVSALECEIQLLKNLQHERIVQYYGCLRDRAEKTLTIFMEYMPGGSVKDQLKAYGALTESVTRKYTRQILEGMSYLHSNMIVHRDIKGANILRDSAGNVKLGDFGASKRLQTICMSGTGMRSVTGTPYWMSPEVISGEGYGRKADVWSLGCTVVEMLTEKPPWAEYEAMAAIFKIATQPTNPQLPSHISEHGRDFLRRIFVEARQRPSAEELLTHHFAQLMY
The depositor's hits bear a star; / = not tested or not shown; & = joins results of further samples; [ ] = dose if it differs, or a comment. Some of the compounds tested. The share of hits here may be higher or lower than overall.

SMILES	MEKK2 mut-MEK5	p-CIP stab down	IDE act	NALP1 inh	M18AAP inhibitor	UBC9 SUMO inh	MEKK2 WT-MEK5	IDE cell inh	MEKK3 PB1 HTS
CCOC(=O)Cc1csc(NC(=S)NC(=O)C(C)(C)C)n1	1	-7	1	14	0	10	107	2	134*
Cc1ccc(/C=N/NS(=O)(=O)c2ccc([N+](=O)[O-])cc2)o1	1	-2	2	32	8	-2	106	-3	134*
COc1ccccc1CN1C(=O)[C@@H]2C(CC(N)=O)NC3(C(=O)Nc4c3ccc(Cl)c4C)[C@@H]2C1=O (stereo not given in full)	2	2	2	4	-21	20	104	0	105
O=C(NCC1CC1)c1ccc(Oc2cc(Cl)cc(Cl)c2)o1	-4	0	-4	14	-3	15	90	4	97
N#Cc1ccccc1NC(=O)CNc1ccccc1N1CCCCC1	-1	-4	-3	9	-10	11	94	-5	96
COc1ccccc1N1CCN(S(=O)(=O)CCNC(=O)c2cc(=O)c3ccccc3o2)CC1	-2	8	0	8	-1	-2	100	1	102
CCOC(=O)c1c(NC(=O)CN2C(=O)NC(C)(c3ccc(OC(F)F)cc3)C2=O)sc(C)c1C (stereo not given)	-2	0	8	20	-12	-29	97	1	102
CCOc1ccc(C(=O)c2nc3c(n2O)CCCC3)cc1	2	-4	7	14	14	36	91	-1	91
COc1cccc(CNC(=O)CCCN2C(=O)C(c3ccccc3)Oc3cccnc32)c1OC (stereo not given)	3	-10	6	0	-13	/	107	-2	106
Cc1c(C)c2c(OCC(=O)N3CCC(C(=O)NCC(C)C)CC3)cc3c(c2oc1=O)CCC(C)(C)O3	-1	3	6	2	-4	12	96	2	96
O=C1NC2(CCC3(CC2)OCCO3)NN1c1ccccc1	-2	-4	7	3	-8	2	96	5	98
O=C(COc1ccc(F)cc1)N1CCCc2ccccc21	0	-3	2	17	5	-6	102	4	100
CC(C)C(=O)Nc1cccc(C(=O)Nc2ccc(S(=O)(=O)Nc3nccs3)cc2)c1	0	-1	-2	-5	0	0	95	9	99
Cc1ccc(NC(=O)COC(=O)CC2CCCC2)cc1Cl	-3	-13	2	-1	2	-26	82	-1	70*[inhibitor]
CCS(=O)(=O)n1nc(-c2ccc(Cl)cc2)nc1SC	0	-8	-2	19	2	15	99	0	101
Cc1nc(NC(C)C)c2cnn(CCc3ccccc3)c2n1	5	-8	1	-6	1	9	107	-5	105
O=C(/C=C/c1ccc(Cl)c(C(F)(F)F)c1)N1CCN(c2ccccn2)CC1	-1	1	5	8	-5	0	98	6	101
CCOc1ccccc1-c1nnc(SCC(=O)Nc2ccccc2)o1	-4	3	-4	1	5	-8	98	1	99
Cc1cccc(-n2c(O)c(C=Nc3c(C)n(C)n(-c4ccccc4)c3=O)c3ccccc3c2=O)n1	-5	-6	-3&-1	-1	4	8	97	1	93
CC(C)(C)C(=O)Nc1ccc(C(=O)NCc2cccnc2)cc1	7	-3	-1	-10	0	3	105	4	103
Cc1cc(OCC(=O)NCc2ccncc2)c2c(C)c(C)c(=O)oc2c1	-2	-4	-2	10	-1	17	101	-5	99
COc1ccc(C)cc1S(=O)(=O)N1CC(C)OC(C)C1 (stereo not given)	-5	0	-2	12	-1	-2	99	-1	95
Cc1ccc(NC(=O)COC(=O)CCc2nc3ccccc3n2-c2ccccc2)c(C)c1	-3	1	2	10	-1	6	93	2	89
O=c1c2c3c(sc2nc2sc(C4CC4)nn12)CCCC3	3	-5	0	27	2	-3	102	6	99
CCCc1cc(=O)[nH]c(SCC(=O)c2cc(C)n(CCOC)c2C)n1	-2	-5	4	9	-1	12	100	-3	99
Cc1c(Cl)cccc1NC(=O)CCN1CCC(C(N)=O)CC1	4	-6	3	8	-1	4	106	-1	105
COc1cc(/C=N/Nc2ccc(Cl)c(C(=O)O)c2)ccc1OC(=O)c1ccccc1F	2	-19	3	-3	8	32	97	7	98
COc1cc2c(cc1OC)C1(CCCC1)C(N)=C2C#N	2	2	2	-4	16	-15	105	4	101
C=CCSc1nnc(N2C(=O)C(O)=C(C(=O)c3ccco3)C2c2ccccc2F)s1 (stereo not given)	-2	-9	2	-6	13	10	95	7	98
O=C(NCCN1CCN(c2ccccc2F)CC1)C1CCCN(S(=O)(=O)c2cnc[nH]2)C1 (stereo not given)	/	-5	-4	-2	-12	0	/	-2	/
COc1ccc(CCC(=O)NCCS(=O)(=O)N2CCN(c3ccccc3OC)CC2)cc1	4	-8	-1	-2	5	0	101	4	101
CCOC(=O)C1(CC)NC(c2ccco2)C2C(=O)N(CC)C(=O)C21 (stereo not given)	1	6	6	29	-1	-11	100	1	104
COc1ccccc1NC(=S)N=Nc1c(O)[nH]c2ccc(Br)cc12	-17	-11	0	24	4	30	88	-9	93
CCOc1cc(/C=N\NC(=O)Cc2ccccc2)ccc1OCC(=O)Nc1ccc(C)c(C)c1	/	-13	8	12	3	16	/	-5	/
Cc1cc(NC(=O)CC(C)C)c(=O)n(Cc2ccccc2F)c1	2	-6	0	19	4	14	102	5	105
CN(c1ccc(OCC(=O)N2CCCCC2)cc1)S(=O)(=O)c1cccs1	0	-15	1	-2	-10	13	105	5	97
CCCN1CCN(S(=O)(=O)c2c(C)[nH]c(C)c2C(=O)N2CCCCC2)CC1	0	-2	6	-8	4	3	99	-6	95
O=[N+]([O-])c1cccc(S(=O)(=O)N/N=C\c2ccc3c(c2)OCO3)c1	1	-8	6	-7	-2	8	102	/	100
CC1S/C(=C(\C#N)C(=O)NCc2ccco2)N(c2ccc(F)cc2)C1=O (stereo not given)	-5	-10	4	-2	8	-5	92	-4	96
C=CCn1c(SCC(=O)NCCCC(=O)OCC)nc2scc(-c3ccco3)c2c1=O	-1	-5	6	9	2	17	98	2	106

Exported as comma-separated lines: three of the compounds above
Molecule,MEKK2 mut-MEK5,p-CIP stab down,IDE act,NALP1 inh,M18AAP inhibitor,UBC9 SUMO inh,MEKK2 WT-MEK5,IDE cell inh,MEKK3 PB1 HTS
O=C(NCC1CC1)c1ccc(Oc2cc(Cl)cc(Cl)c2)o1,-4,0,-4,14,-3,15,90,4,97
Cc1c(Cl)cccc1NC(=O)CCN1CCC(C(N)=O)CC1,4,-6,3,8,-1,4,106,-1,105
CCCN1CCN(S(=O)(=O)c2c(C)[nH]c(C)c2C(=O)N2CCCCC2)CC1,0,-2,6,-8,4,3,99,-6,95

The results go on.
SMILES	MEKK2 mut-MEK5	p-CIP stab down	IDE act	NALP1 inh	M18AAP inhibitor	UBC9 SUMO inh	MEKK2 WT-MEK5	IDE cell inh	MEKK3 PB1 HTS
Cc1cccc(NC(=O)c2cnc3sccn3c2=O)n1	14	/	9	/	0	/	111	2	107
CCCn1c(=NC(=O)c2ccco2)c(C(=O)OCC)cc2c(=O)n3ccccc3nc21	-26	1	3	6	27	19	-2.0*[inhibitor]	0	2.0*[inhibitor]
O=C(CCc1ccccc1F)N1CCN(c2ccc(C(F)(F)F)cn2)CC1	-1	-2	-2	5	-4	-1	102	4	102
Cc1ccc(OCc2nnc(SC(C)C(=O)O)n2Cc2ccccc2)cc1 (stereo not given)	-9	-12	11	23	-1	13	88	3	98
COc1ccc(CCNC(=O)CSc2cccc3cccnc23)cc1OC	-6	-2	2	-5	-3	-8	97	-2	101
CSc1nc2ccccc2cc1/C=C(\C#N)c1ccc(Cl)cc1Cl	-1	-4	6	2	-25	10	98	-8	98
CCOc1ccc(-n2c(SCC(=O)Nc3ccc(C(=O)O)cc3)nc3ccccc3c2=O)cc1	5	-25	4	6	-1	26	102	0	102
Cc1sc2ncn(CC(=O)OC(C)C(=O)NC(C)(C)C)c(=O)c2c1C (stereo not given)	1	1	-1	23	2	5	98	6	101
S=C1NCN(Cc2cccnc2)CN1c1cccc2ccccc12	1	-9	/	3	-3	11	98	2	100
CCOC(=O)C1CCN(C(=O)COc2ccc(S(=O)(=O)NC(C)C)cc2Cl)CC1	6	-11	-5	11	-9	7	103	-2	103
CCOc1ccc(C(C(=O)NC2CCCCC2)N(C(=O)c2ccco2)c2ccc(-n3cnnn3)c(C)c2)cc1 (stereo not given)	-5	9	1	9	0	-41	102	2	111
COc1ccc(-c2cn3c(C)c(C(=O)NC(C)C)sc3n2)cc1	/	-8	-7	15	-4	14	/	-1	/
CCOC(=O)CC1C(=O)NCCN1C(=O)c1cccc(OC)c1 (stereo not given)	12	-7	5	2	-13	16	109	-3	108
CC(=O)N1CCN(CC(=O)Nc2ccccc2Sc2ccc(Cl)cc2)CC1	-2	-16	-3	22	-2	-18	99	1	97
O=C(Cc1c(F)cccc1Cl)Nc1ccc(S(=O)(=O)Nc2nccs2)cc1	-5	8	1	-106	-1	4	99	0	103
CCc1ccc(NC(=O)Nc2ccncc2)cc1	3	3	4	0	5	11	107	-1	100
c1ccc(C(c2ccccc2)c2ccn[nH]2)cc1	-1	-6	0	0	7	13	99	1	101
O=C(COc1ccc(Cl)cc1Cl)NC(=S)Nc1ccccc1C(=O)O	-7	-4	/	-1	-6	16	101	4	96
CN(C)CCCN(C(=O)C1COc2ccccc2O1)c1nc2cc3c(cc2s1)OCO3 (stereo not given)	7	-1	-2	22	-6	23	122	-4	97
CCN1CCN(C(=O)Cn2ncc3c([nH]c4ccccc43)c2=O)CC1	8	4	2	-2	2	11	112	-5	108
NC(=O)C1CCN(C(=O)COc2ccc(Nc3ccccc3)cc2)CC1	5	-14	4	/	34*	17	107	9	110
CC(C)n1nc(C(=O)Nc2ccccc2N2CCOCC2)c2ccccc2c1=O	-2	6	3	17	-9	-11	100	0	101
CCOC(=O)N1CCC(NC(=O)CSc2cc(=O)n(CC)c3ccccc23)CC1	-12	1	-4	-2	-46	-21	89	3	88
COc1ccc(C(=O)NNC(=O)CCC(=O)Nc2ccc(C)cc2C)cc1	5	-1	4	1	6	7	104	1	106
Cc1ccc2nnc(Cl)n2n1	/	3	-2	34	7	0	/	3	/
CCC(CC)c1nnc(NC(=O)C23CC4CC(CC(NC(C)=O)(C4)C2)C3)s1	7	-7	2	13	-1	9	111	-2	103
Cn1nnnc1SCCNCc1cc(Cl)ccc1OCc1ccccc1	2	3	1	41	1	-7	105	1	102
CCOCCn1c(SCc2ccc(C)cc2)nc2c1c(=O)[nH]c(=O)n2C	4	-10	7	13	-13	10	104	5	98
COc1ccc(C)cc1NC(=O)CCCN1C(=O)C(c2ccccc2)Oc2cccnc21 (stereo not given)	-7	-1	2	19	-1	31	100	2	95
C=CCn1c(C(CCC(C)C)CC(C)(C)O)n[nH]c1=S (stereo not given)	4	3	-9	11	13	-7	99	0	102
COc1cccc(N2CCN(C(=O)c3cc(-c4ccc(F)cc4)[nH]c3C)CC2)c1	-4	3	2	26	-4	-22	102	/	100
CCCCCC/C=C/c1ccc(OC)c([C@H]2[C@H]3C=CC[C@@H](C)[C@@H]3C(=O)N2Cc2ccccc2)c1	3	-4	7	-2	/	6	95	1	104
O=C(Nc1ccc2ccccc2c1)c1ccc2[nH]c(=O)c(=O)[nH]c2c1	5	4	-19	11	3	15	105	20*	105
CCOC(=O)CSCc1csc(CC(=O)Nc2ccccc2C)n1	5	-9	2	15	-6	16	106	-2	102
COc1ccc(C(=O)NNC2=Nc3cccc4cccc2c34)cc1	-11	-1	-1	10	2	-5	80	-5	94
CC(=O)Nc1cccc(NC(=O)CSc2ccc3nnc(CCNC(=O)c4ccccc4)n3n2)c1	5	2	-4	3	2	25	107	6	104
C=CCNc1nc2c(c(=O)n(C)c(=O)n2C)n1CC	2	8	6	-76	-1	-5	93	6	95
Oc1ccc(Br)cc1C=Nc1ccc2[nH]ncc2c1	7	7	3	41	4	41	105	2	102
